Cneo AK release = causes C. neoformans cell lysis. adenylate kinase release luminescence, 4 h; normalised: neutral wells 0, clomiphene wells 100. lysis activity, % at 15 µM. 360,000 compounds, 0.2% hits;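 active means mean lysis activity across replicates of at least 80%, whatever share of replicates individually reach that level; inactive means mean lysis activity below 80%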
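Assay system: log-phase C. neoformans yeast / Quantity: yeast cell density of 5 × 10^6 cells/mL / Medium: fresh YPD growth medium / Compound: single dose / Timing: static 4 h at 37 °C with compound, 1 h detection / Measured by: adenylate kinase release luminescence / Read-out: lysis from increased AK signal / Benchmarks: Clomiphene as positive lysis control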
CFTR F508del cor = CFTR F508del correction in bronchial cells; CFBE cells, YFP halide quenching; stimulated with forskolin plus potentiator P3; % fluorescence drop versus neutral controls; activity (quench increase), % at 7.58 µM; 350,000 compounds, 0.36% hits;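 active means mean added fluorescence quench of at least 8% versus neutral control, with both replicates also reaching 8%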;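 further: cells transiently co-express mutant CFTR-F508del with the halide-sensitive YFP; corrector assay measuring rescue of mutant channel to the surface after 24 h compound exposure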
PglD DTNB = blocks C. jejuni PglD acetyltransferase activity. 360,000 compounds, 0.098% hits. inhibition, % at 12.5 µM. purified PglD enzyme, DTNB colorimetric CoA detection; in the data active means inhibition above about 16%, passing the limit was not always enough; further: strong numbers were not always called active
FN deposit inh = fibronectin deposition inhibition; inhibition, % at 12.6 µM; AH1F fibroblasts, Alexa488-fibronectin deposition fluorescence, overnight; 350,000 compounds, 0.086% hits;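 active means mean inhibition across replicates of 30% or more, regardless of how many single replicates reach that level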;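 further: positive control wells lacked labelled fibronectin entirely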
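Material: AH1F fibroblast monolayer depositing Alexa488-labelled fibronectin into matrix | Input: 10000 AH1F cells/well | Medium: DMEM plus 2% serum, read in PBS | Reagent: Alexa488-fibronectin, 24 nM final in well | Compound dosing: One dose per compound, pinned | Schedule: 1 h adhesion, overnight exposure | Measured by: Fluorescence at 485 nm excitation, 525 nm emission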
PGC1a acetyl inh = modulators of PGC1a acetylation; U2OS PGC1a acetylation, AlphaScreen anti-acetyl-lysine; with virally co-expressed GCN5 acetyltransferase; inhibition, % at 15.6 µM; 350,000 compounds, 0.17% hits; AID 651687;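 active means every replicate shows inhibition of at least 40%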;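 further: 0% = neutral control wells and 100% = positive control wells; some results beyond the cut were filed as inactive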
miR122 inh = miR-122 inhibition in Huh7 cells; 340,000 compounds, 0.3% hits; activation (reporter increase), % at 12.5 µM; Huh7 miR-122 Renilla luciferase sensor, 48 h; neutral wells = 0, positive control = 100;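 active means mean replicate activation score at least 90 and every replicate individually at or above 90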;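 further: higher luciferase means less miR-122 activity so hits act as miR-122 inhibitors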
Statin myotox sup = protects C2C12 myotubes from simvastatin toxicity | 330,000 compounds, 0.78% hits | ATP luminescence, 48 h; scaled: DMSO 0, geranylgeraniol control 100 | rescue of ATP level, % at 7.49 µM;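 active means mean ATP rescue above about 67%, or every replicate alone reaching that limit, limit read from the data, passing the limit was not always enough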;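 further: myotubes were challenged with 10 µM simvastatin during compound exposure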
INS-1E GSIS act = GLuc luminescence reporter in INS-1E cells, primary screen for activators of glucose-dependent secretion of insulin | INS-1E GLuc reporter insulin secretion, 2-3 h | activation, % at 16.6 µM | 370,000 compounds, 0.61% hits | AID 743287;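 active means lowest replicate activation of at least 40%, so every replicate reaches that level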;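 further: 0% = median of neutral control wells and 100% = median of IBMX positive control wells; some compounds called inactive have numbers as strong as hits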
* = called active by the depositor; nt = not tested or not shown; [ ] = dose if it differs, or a comment. Compounds were not picked by outcome, and some 2.1% of all compounds hit somewhere here.

molecule	Cneo AK release	CFTR F508del cor	PglD DTNB	FN deposit inh	PGC1a acetyl inh	miR122 inh	Statin myotox sup	INS-1E GSIS act
Cc1nnc(SCC(=O)Nc2nc3ccccc3s2)n(N)c1=O	1	6.1	0	0	4	-1	nt	-2
O=C1CC[C@@H]2CC3(C[C@@H]4CCN1[C@H]24)Nc1ccccc1NC3=NC1CCCCC1 (stereo partly specified)	1	1.0	-6	-9	11	-2	1	nt
C/C=C/c1ccc2c(c1)O[C@H](CN(C)C(=O)C1CCOCC1)[C@@H](C)CN([C@H](C)CO)S2(=O)=O	0	-0.7	-3	2	-6	6[16.7 µM]	6	9
CC1(C)Cc2[nH]c(=O)c(C#N)cc2CS1	0	nt	-6	nt	9	-8	2	nt
CN(C(=O)COC(=O)c1n[nH]c2ccccc12)C1CCS(=O)(=O)C1 (stereo unspecified)	nt	nt	nt	-1	nt	0	2	14
C[C@H](CO)N1C[C@H](C)[C@@H](CN(C)Cc2ccccc2C(=O)O)Oc2cc(-c3ccccc3)ccc2S1(=O)=O	-3	0.7	2	-18	5	20[16.7 µM]	6	11
CCN1CCN(S(=O)(=O)c2ccc3[nH]c(=O)oc3c2)CC1	8	0.3	0	-1	-7	0	23	14
COc1ccc2sc(-c3ccc(N(C)C)cc3)c(-c3cnc(OC)nc3)c2c1	-1	-0.1	4	5	nt	4	-23	nt
Cc1nn2c(N)c(-c3ccccc3)cnc2c1-c1ccc(Cl)cc1	-10	1.0	1	-6	-15	5	-37	9
COc1cc(F)ccc1-c1cc(C(=O)NCc2ccc(F)cc2)[nH]n1	0	-0.3	3	-1	-5	-5	2	nt
O=c1c2ccccc2nc(-c2ccc(Cl)cc2)n1C1CCS(=O)(=O)C1 (stereo unspecified)	1	nt	-4	2	6	0	nt	nt
Cc1nc2ccc(NC(=O)COc3ccccc3[N+](=O)[O-])cc2s1	nt	2.0	nt	-12	-3	-7	nt	4
CCOc1ccc(C(=O)NC(=S)Nc2cc(C)ccn2)cc1[N+](=O)[O-]	nt	0.5	nt	-11	4	nt	nt	33
O=C(NCc1ccco1)c1cccc(C(F)(F)F)c1	-2	-1.4	5	3	-3	-3	4	-6
CC(OC(=O)Cc1ccc(Br)cc1)C(=O)NC1CCCCC1C (stereo unspecified)	-1	-3.2	-2	1	2	nt	nt	20
Cc1ccc(C)c(N(CC(=O)Nc2ccc(-c3nc4ccc(C)cc4s3)cc2)S(C)(=O)=O)c1	-1	nt	1	-4	-5	-10	22	5
COc1cccc(CNC(=O)CCN2C(=O)[C@@H]3Cc4ccccc4CN3C2=O)c1	-4	-2.2	0	-10	-22	8	22	15
O=C(O)C1CC=CCC1C(=O)Nc1ccc(Oc2ccc(Cl)cc2)cc1 (stereo unspecified)	-1	nt	-4	-7	-4	-27	nt	-8
CCCc1cc(=O)oc2cc(OC(C)C(=O)NC3CC(C)(C)NC(C)(C)C3)ccc12 (stereo unspecified)	-4	1.3	0	12	-9	-3	9	16
COc1ccc(-c2nn(-c3ccccc3)cc2C(=O)OCC(=O)c2ccc(C)c([N+](=O)[O-])c2)cc1	nt	3.8	nt	-3	-6	nt	nt	-8
COCCN1C(=O)C(O)=C(C(=O)c2ccco2)C1c1cccc(Oc2ccccc2)c1 (stereo unspecified)	2	nt	-1	nt	0	0	18	-11
C[C@@H]1CN([C@H](C)CO)S(=O)(=O)c2ccc(-c3ccc(F)cc3)cc2O[C@H]1CN(C)C	4	-2.1	4	2	-1	-10[16.7 µM]	-11	-6
O=C(c1ccc2snnc2c1)N1CCOCC1	-1	nt	-2	nt	-1	0	62	nt
CCOc1ccc(/C=N/NC(=O)C(=O)N2CCCCCC2)c2ccccc12	0	1.7	-2	6	8	1	nt	-45
FC(F)(F)c1ccccc1-c1nc(-c2ccncc2)no1	-1	-1.5	-1	-13	5	0	-5	8

Continued.
molecule	Cneo AK release	CFTR F508del cor	PglD DTNB	FN deposit inh	PGC1a acetyl inh	miR122 inh	Statin myotox sup	INS-1E GSIS act
COc1ccc(NC(=O)CSc2n[nH]c(=O)n2Cc2ccccc2)cc1Cl	-3	-0.1	3	-4	0	-3	11	4
CN(C(=O)c1ccc(NC(=O)Cc2cccc(NC(=O)C3CCCN(C(=O)CCc4ccccc4)C3)c2)cc1)C1CCCC1 (stereo unspecified)	4	-0.7	0	0	1	-4	12	-6
COc1ccc(C(=O)NC(=S)Nc2cccc3ncccc23)cc1[N+](=O)[O-]	-4	0.6	-4	4	nt	nt	-6	2
Cc1ccc(N(C(=O)c2ccccn2)C(C(=O)NC2CCCCC2)c2ccncc2)cc1 (stereo unspecified)	0	-0.7	2	1	nt	nt	6	21
Cn1c(=O)n(Cc2ccccc2)c2ccccc21	6	-1.0	-5	nt	-13	nt	11	15
CC(C)c1cc(C(=O)Nc2cccnc2)no1	-2	0.2	-2	nt	0	-9	nt	6
O=C(Nc1cccc(-c2ccc(N3CCCCC3)nn2)c1)c1ccco1	-3	1.1	4	-5	10	-2	-23	-12
COC(=O)CCC(=O)c1oc2ccc(Br)cc2c1N	0	nt	-1	-11	-5	6	1	nt
C[C@H]1CN([C@@H](C)CO)C(=O)c2cc(-c3ccccc3F)cnc2O[C@@H]1CN(C)C(=O)c1cnccn1	2	-1.6	0	-5	2	17[16.7 µM]	2	31
O=C(CCN1C(=O)C2C3C=CC(C3)C2C1=O)Nc1ccccc1F (stereo unspecified)	-1	nt	-1	nt	2	-2	9	3
COc1ccc(N(C(C)C(=O)N2CCC(Cc3ccccc3)CC2)S(C)(=O)=O)cc1 (stereo unspecified)	0	1.8	-2	-1	12	-7	-5	-19
COc1cc(/C=N\NC(=O)CN2CCOCC2)ccc1OCC(=O)Nc1ccc(C)c(C)c1	-3	nt	9	nt	-4	-1	-4	nt
CCS(=O)(=O)Nc1ccc2c(c1)C(=O)N(C)C[C@@H](OC)[C@H](C)CN(CCC(F)(F)F)[C@H](C)CO2	1	-1.0	0	6	10	nt	-7	2
COc1ccc(CN(C2CCCC2)S(=O)(=O)c2ccc(-n3cnnn3)cc2)cc1	-5	nt	5	7	12	1	11	nt
Cn1c(=O)c2c(nc(SCc3nn[nH]n3)n2Cc2ccccc2F)n(C)c1=O	0	nt	0	nt	8	2	nt	nt
C[C@H](CO)N1C[C@H](C)[C@@H](CN(C)Cc2ccc(C(F)(F)F)cc2)Oc2c(NC(=O)Nc3ccccc3)cccc2C1=O	-5	2.5	-1	nt	nt	89[16.7 µM]	-14	-18
CCCCN(CC)CCNS(=O)(=O)c1ccc2c(c1)oc(=O)n2C	0	nt	3	nt	1	-2	6	nt
CCCn1c(CCNc2nc(-c3ccc(OC)cc3)cs2)nc2ccccc21	6	2.6	2	5	nt	-12	-9	nt
COc1ccc(OC)c(C2C=C(C34CC5CC(CC(C5)C3)C4)NC(=S)N2)c1 (stereo unspecified)	11	3.0	-4	12	nt	nt	nt	6
CO[C@H]1CN(C)C(=O)c2cc(NC(=O)c3nc4ccccc4s3)ccc2OC[C@@H](C)N(Cc2ccncc2)C[C@@H]1C	-4	nt	4	nt	nt	1[16.7 µM]	-2	nt
Cc1ccc(N(Cc2cc3ccccc3[nH]c2=O)C(=O)c2cccs2)cc1C	2	2.5	1	-2	-6	2	101*	-10
COc1cccc(CNC(=O)C[C@H]2CC[C@@H]3[C@@H](COc4ccc(NC(=O)c5cccs5)cc4C(=O)N3C)O2)c1	-1	0.1	3	-3	-6	20[16.7 µM]	-10	-2
COc1ccc(C(=O)NCC(=O)OCCCOC(=O)CNC(=O)c2ccc(OC)c(OC)c2)cc1OC	1	0.4	5	3	4	3	3	-3
O=C(C1CCCCC1)N1CC(=O)N2[C@H](CO)[C@H](c3ccc(Br)cc3)[C@H]2C1	nt	-0.9	nt	1	3	nt	nt	6
Cc1cc(C(=O)Nc2ccc3c(c2)C(=O)N(C)[C@H]2CC[C@H](CC(=O)NCc4ccc(-c5ccccc5)cc4)O[C@@H]2CO3)no1	-3	nt	1	-6	nt	nt	44	0

Sorted by molar mass (rising): five of the compounds above
molecule	Cneo AK release	CFTR F508del cor	PglD DTNB	FN deposit inh	PGC1a acetyl inh	miR122 inh	Statin myotox sup	INS-1E GSIS act
CCN1CCN(S(=O)(=O)c2ccc3[nH]c(=O)oc3c2)CC1	8	0.3	0	-1	-7	0	23	14
COc1cc(F)ccc1-c1cc(C(=O)NCc2ccc(F)cc2)[nH]n1	0	-0.3	3	-1	-5	-5	2	nt
COc1ccc(OC)c(C2C=C(C34CC5CC(CC(C5)C3)C4)NC(=S)N2)c1 (stereo unspecified)	11	3.0	-4	12	nt	nt	nt	6
CCCc1cc(=O)oc2cc(OC(C)C(=O)NC3CC(C)(C)NC(C)(C)C3)ccc12 (stereo unspecified)	-4	1.3	0	12	-9	-3	9	16
C[C@H](CO)N1C[C@H](C)[C@@H](CN(C)Cc2ccc(C(F)(F)F)cc2)Oc2c(NC(=O)Nc3ccccc3)cccc2C1=O	-5	2.5	-1	nt	nt	89[16.7 µM]	-14	-18

Following part:
SMILES,Cneo AK release,CFTR F508del cor,PglD DTNB,FN deposit inh,PGC1a acetyl inh,miR122 inh,Statin myotox sup,INS-1E GSIS act
COc1ccc(C2/C=C\CN(C(=O)c3ccccc3)[C@H](Cc3ccccc3)C(=O)N2Cc2ccc(F)cc2)cc1 (stereo partly specified),0,-1.7,-5,6,-18,-2,-11,nt
CC(Sc1nnc(C2CC2)n1C1CC1)C(=O)NC1(C#N)CCCCC1 (stereo unspecified),0,7.7,-3,0,17,-3,-4,4
CCOC(=O)N1CCN(CC(=O)N2c3ccccc3Sc3ccccc32)CC1,2,nt,-1,1,-4,12,7,3
COc1ccc(S(=O)(=O)Nc2ccc3c(c2)C(=O)N([C@@H](C)CO)C[C@H](C)[C@H](CN(C)C(=O)c2ccccc2)OCCCC[C@@H](C)O3)cc1,-2,-0.5,1,-3,nt,3[16.7 µM],0,5
O=C(Cn1cc2c(n1)CCCCC2)Nc1c(F)cc(F)cc1Br,4,-1.2,2,5,-28,-3,-9,0
COc1ccc(S(=O)(=O)Nc2ccc3c(c2)CC(=O)N([C@@H](C)CO)C[C@@H](C)[C@H](CN(C)Cc2ccc(C(=O)Nc4ccccc4N)cc2)O3)cc1,nt,0.3,nt,-3,2,37[16.7 µM],-41,2
Cc1ccc(S(=O)(=O)N2CCCC2CO)cc1 (stereo unspecified),-1,-3.5,2,nt,3,-1,-22,12
S=C(NC1CCCCC1)N(CCc1nc2ccccc2[nH]1)C1CCCC1,1,nt,-4,nt,12,27,nt,-29
Cc1ccc(S(=O)(=O)NCC(=O)NCc2ccncc2)cc1,-3,nt,-1,nt,8,-2,11,nt

Assay outcomes from PubChem.
